Compound activity as filed in PubChem BioAssay.
RGS4 block: human RGS4 inhibition. HEK293 M3R/RGS4 inducible, Fluo-4 calcium flux; stronger effect = higher value; triggered by carbachol at its EC20. B-score at 10 µM. 310,000 tested, 0.45% active. AID 463165;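 active = B-score, a plate-corrected calcium signal, over three deviations above library mean, with baseline fluorescence within five deviations of library mean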;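 also: RGS4 expression induced by doxycycline in cells with stable M3 receptor; B-score is computed from the integrated fluorescence ratio over baseline after carbachol; higher B-score means a larger calcium signal and so more RGS4 inhibition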
Target sequence (P49798 whole entry, looked up): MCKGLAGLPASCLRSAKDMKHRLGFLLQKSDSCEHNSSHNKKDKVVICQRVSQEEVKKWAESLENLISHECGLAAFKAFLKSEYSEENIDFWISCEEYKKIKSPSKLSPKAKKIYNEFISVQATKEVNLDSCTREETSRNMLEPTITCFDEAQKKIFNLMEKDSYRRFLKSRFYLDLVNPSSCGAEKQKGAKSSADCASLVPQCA
KCNK3 block: human KCNK3 channel inhibition, primary screen; O14649; B-score at 10 µM; CHO-KCNK3 thallium flux, FluxOR fluorescence; stronger effect = lower value; AID 602410; 340,000 tested, 0.84% active;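 active = B-score under library mean minus 4 SD, starting fluorescence ratio at most library mean plus 5 SD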;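 also: more negative B-score means stronger inhibition of thallium flux through KCNK3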
Target sequence (O14649 whole entry, looked up): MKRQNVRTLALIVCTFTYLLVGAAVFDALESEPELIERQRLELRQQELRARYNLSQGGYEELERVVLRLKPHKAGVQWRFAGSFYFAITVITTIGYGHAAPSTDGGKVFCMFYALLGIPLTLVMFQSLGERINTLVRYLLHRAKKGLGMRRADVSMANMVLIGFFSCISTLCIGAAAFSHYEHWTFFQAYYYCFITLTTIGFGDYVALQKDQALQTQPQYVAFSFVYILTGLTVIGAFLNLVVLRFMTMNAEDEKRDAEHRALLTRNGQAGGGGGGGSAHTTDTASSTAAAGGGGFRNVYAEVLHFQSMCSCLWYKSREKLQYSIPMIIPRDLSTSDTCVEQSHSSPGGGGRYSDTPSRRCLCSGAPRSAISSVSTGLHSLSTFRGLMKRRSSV
HDAC3 inhib: blocks human histone deacetylase 3 | O15379 | recombinant HDAC3, fluorogenic peptide/trypsin coupled, fluorescence | inhibition, % at 8.3 µM | 320,000 tested, 0.15% active; in the data active = inhibition above about 26%, passing the limit was not always enough
KCNQ1 act: potentiates or activates the human KCNQ1 potassium channel. AID 2648. 310,000 tested, 0.35% active. CHO-K1 KCNQ1, thallium flux FluxOR fluorescence; stronger effect = higher value. B-score at 10 µM. P51787;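 active = fluorescence ratio B-score, a plate-corrected score, at least three library SD, with initial intensity B-score within 5 SD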
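Assay system: CHO-K1 cells stably expressing KCNQ1; Medium: assay buffer with matched DMSO; Also added: K+/Tl+ depolarizing stimulus; Dosing: single dose; Timing: dye 90 min, compound 20 min, room temperature; Measured by: kinetic FluxOR thallium fluorescence, 10-s 1-Hz baseline, 110-s post-stimulus read; Read-out: peak-minus-minimum fluorescence over initial fluorescence, negative-control normalized, B-scored.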
RGS4 pot: RGS4 potentiation or activation; 310,000 tested, 0.92% active; HEK293 M3R/inducible RGS4, carbachol calcium flux Fluo4; stronger effect = lower value; B-score at 10 µM;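 active = B-score of the integrated calcium signal more than 4 SD below the library mean, with starting fluorescence not abnormally high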;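 also: negative B-score means reduced calcium response which marks RGS4 activation or potentiation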
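System – HEK293 FlpIn-TREx cells, stable M3R, doxycycline-inducible RGS4 · Reagent – ECmax carbachol challenge · Times – compound preincubation 20 min at room temperature before agonist · Technique – Fluo4 fluorescence kinetic imaging of calcium · Measure – B score of integrated Fluo4 ratio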
KCNK9 inh: human KCNK9 channel inhibition | Q9NPC2 | HEK293 KCNK9, FluxOR thallium flux fluorescence; stronger effect = lower value | B-score at 10 µM | 310,000 tested, 1.2% active;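 active = ratio B-score over 3 SD below the library mean, with starting fluorescence within 5 SD of its mean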;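 also: negative B-score means less thallium flux so channel inhibition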
Target sequence (Q9NPC2 whole entry, looked up): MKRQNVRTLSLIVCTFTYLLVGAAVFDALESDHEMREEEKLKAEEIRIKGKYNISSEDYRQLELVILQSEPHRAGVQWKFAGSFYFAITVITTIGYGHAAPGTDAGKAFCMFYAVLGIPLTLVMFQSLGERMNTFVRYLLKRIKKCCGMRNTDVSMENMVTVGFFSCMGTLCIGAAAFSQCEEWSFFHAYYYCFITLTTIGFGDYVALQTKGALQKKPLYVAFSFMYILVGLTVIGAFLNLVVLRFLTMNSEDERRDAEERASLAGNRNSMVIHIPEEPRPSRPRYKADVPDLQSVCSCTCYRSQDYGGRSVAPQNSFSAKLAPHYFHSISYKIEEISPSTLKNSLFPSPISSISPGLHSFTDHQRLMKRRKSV
hERG rescue: shields human hERG channel from block by proarrhythmic agents; 310,000 tested, 0.51% active; activation (rescue from dofetilide block), less the hit threshold, % at 10 µM; CHO-hERG, FluxOR thallium flux, dofetilide IC70 present; Q12809; AID 1511;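 active = activation above the mean of controls blocked by dofetilide plus 5 SD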;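 also: thallium influx through hERG after potassium depolarization seen as dye fluorescence rise; in these data hits start at about 4.7%; inactives centre near -7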
KCNQ1 block: blocks the human KCNQ1 potassium channel | P51787 | CHO-K1 KCNQ1, FluxOR thallium flux fluorescence; stronger effect = higher value | B-score at 10 µM | 310,000 tested, 1.3% active | AID 2642;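 active = compounds whose thallium flux B-score, printed positive for inhibition, exceeds three library SD while starting fluorescence stays within three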;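 also: channel opened by potassium depolarization with thallium stimulus after 20 min compound exposure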
ANO1 activ: mouse TMEM16A channel activation, primary screen; Q8BHY3; HEK293 TMEM16A/YFP-H148Q/I152L, iodide quench fluorescence; stronger effect = lower value; B-score at 10 µM; 340,000 tested, 0.3% active; AID 623877;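 active = fluorescence-ratio B-score plate-corrected deviation score at least 3 library SD below zero, with starting fluorescence score within 5 deviations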;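 also: channel opened by trigger with iodide after compound preincubation; score built on the fluorescence ratio of max minus min over baseline; more negative score means more quench and so TMEM16A activation or potentiation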
ANO1 block: mouse TMEM16A channel inhibition, primary screen; Q8BHY3; HEK293 TMEM16A/YFP iodide influx fluorescence, ionomycin; normalized B-score (activity score, 25-100; higher = stronger inhibition) at 10 µM; 310,000 tested, 1.2% active; AID 588511;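 active = ratio plate-corrected score three or more library SD toward inhibition, starting fluorescence score within five deviations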;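 also: score derived from kinetic fluorescence span divided by baseline fluorescence per well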
SKKanGAS inh: inhibitors of SKKanGAS S. pyogenes growth in kanamycin (SK-promoter or general growth effect). BacTiter-Glo, 6 h. 300,000 tested, 1.3% active. inhibition, % at 7.5 µM;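 active = mean replicate score, as percent of positive control median, at least 50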;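 also: strain carries kanamycin resistance gene driven by streptokinase promoter and grows in 40 µg/ml kanamycin; loss of luminescence reflects streptokinase promoter inhibition or plain growth inhibition; 0% = median of DMSO wells and 100% = positive control at its reference dose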
Active calls of the source: *; i = inactive; · = not tested or not shown.

Screens in order – RGS4 block	KCNK3 block	HDAC3 inhib	KCNQ1 act	RGS4 pot	KCNK9 inh	hERG rescue	KCNQ1 block	ANO1 activ	ANO1 block	SKKanGAS inh
N#Cc1nc(-c2ccc(Cl)cc2)oc1NCc1cccc2c1OCO2
→ i	i	-6	i	i	i	-2	i	i	i	-2
Fc1ccccc1NC(=S)NCc1ccccc1
→ i	i	0	i	i	i	-1	i	i	i	8
O=C1CCN(CCc2ccccc2)CCN1[C@H](CSc1ccc(Br)cc1)c1ccccc1
→ i	i	4	i	i	i	-20	i	i	i	22
COC(=O)c1ccc(NC(=O)c2cc3sccc3n2C)cc1
→ i	i	0	i	i	i	-5	i	i	i	4
CCC1(c2ccccc2)NC(=O)N(CC(=O)Nc2ccccc2C(=O)NC2CCCC2)C1=O (stereo not given)
→ i	i	4	i	i	i	-10	i	i	i	0
CC(=O)Nc1ccc(Nc2nnc(-c3ccc(C)c(S(=O)(=O)NCC4CCCO4)c3)c3ccccc23)cc1 (stereo not given)
→ i	i	1	i	i	i	-20	i	i	i	11
CCCCc1nnc(NC(=O)CN2C(=O)C3CCCCC3C2=O)s1 (stereo not given)
→ i	i	-8	i	i	i	-12	i	i	i	0
O=C(c1ccc([N+](=O)[O-])cc1)N1CCN=C1SCc1ccccc1
→ i	i	8	i	i	i	-11	i	i	i	4
CC(C)(C)c1ccc(OCC(=O)NNC(=O)CCc2ccccc2)cc1
→ i	i	-3	i	i	i	-8	i	i	i	-26
CCCCCCNC(=O)c1ccc(Br)o1
→ i	i	2	i	i	i	-4	i	i	i	-1
CCOc1ccc(CNS(=O)(=O)c2cccs2)cc1OCC
→ i	i	-9	i	i	i	-7	i	i	i	-2
Cc1nnc(SCC(=O)NC(=O)Nc2ccc3c(c2)OCCO3)s1
→ i	i	3	i	i	i	-10	i	i	i	21
COc1ccc(C=O)cc1Oc1nc(Cl)ncc1F
→ i	i	-4	i	i	i	-6	i	i	i	-1
COc1ccccc1NC(=O)CSCC(N)=O
→ i	i	5	i	i	i	-4	i	i	i	-5
COc1ccc(NC(=O)c2c(NC(=O)CCC(=O)O)sc(-c3ccccc3)c2C)cc1
→ i	i	6	i	i	i	-4	i	i	i	9
O=S(=O)(NCc1ccco1)c1cccc(S(=O)(=O)N2CCCCC2)c1
→ i	i	-11	i	i	i	-8	i	i	i	1
O=C(O)Cc1c(-c2ccccc2Cl)c2cc(Br)ccc2[nH]c1=O
→ i	i	3	i	i	i	-9	i	i	i	-3
CCN1C(=O)C2(Nc3ccccc3-c3nc4ccccc4n32)c2cc(OC)ccc21 (stereo not given)
→ i	i	3	i	i	-15*	-13	i	i	i	0
CSc1cccc(NC(=O)CCCn2c(=O)c3cccn3c3cccnc32)c1
→ i	i	2	i	i	i	-6	i	i	i	-2
Cn1ncc2c(Nc3ccccc3Cl)nc(Nc3ccccc3Cl)nc21
→ i	i	-6	i	i	i	-5	i	i	i	9
COc1cccc(NC(=O)CN(C)C(=O)c2ccc(NC(=O)CC3SC(N4CCCCC4)=NC3=O)cc2)c1 (stereo not given)
→ i	i	-9	i	i	i	-7	i	i	i	-1
CC(C)[C@H](NS(=O)(=O)c1ccccc1)C(=O)OCC(=O)N1N=C(c2ccc(Cl)cc2)CC1c1ccco1 (stereo not given in full)
→ i	i	2	i	i	i	-10	i	i	i	16
CCN1CCN(CC(=O)Nc2ccc3c(c2)OCCO3)C(=O)C1=O
→ i	i	-3	i	i	i	-2	i	i	i	-3
CCOC(=O)c1c(NS(=O)(=O)Cc2ccccc2)sc2c1CCCC2
→ i	i	0	i	i	i	78*	i	i	i	1
Cc1cccc(CNCc2ccccc2)c1
→ i	i	-1	i	i	i	-7	i	i	i	0
Cc1cc(SCC(=O)Nc2cccc(S(N)(=O)=O)c2)c(C)cc1Br
→ i	i	0	i	i	i	-30	i	i	i	-8
CCOC(=O)C1(C(F)(F)F)N=C(C(F)(F)F)Nc2ccccc21 (stereo not given)
→ i	i	-6	i	i	i	-7	i	i	i	-5
CCOc1ccccc1N1CCN(Cc2cccc(OC)c2OC)CC1
→ i	i	0	i	i	i	-16	6*	i	i	8
COc1ccc(OC)c(NC(=O)C(=S)NC2CCCCC2)c1
→ i	i	1	i	i	i	-1	i	i	i	11
COC(=O)c1cn(N(C)c2ncc(C(F)(F)F)cc2Cl)c(=O)c2ccccc12
→ i	i	5	i	i	i	-9	i	i	i	1
C/C(Cn1cnc([N+](=O)[O-])n1)=N/NC(=O)COc1c(Cl)cc(Cl)cc1Cl
→ i	i	3	i	i	i	-6	i	i	i	-6
COc1cc(NC(=S)NCCc2c[nH]c3ccccc23)c(OC)cc1Cl
→ i	i	11	i	i	i	-3	i	i	i	-4
CCCN(CCC)c1ncnc2nc[nH]c12
→ i	i	7	i	i	i	-13	i	i	i	-1
C=CCS(=O)(=O)N1CCCC(Cc2ccccc2C)(C(=O)OCC)C1 (stereo not given)
→ i	i	-3	i	i	i	-8	i	i	i	0
CC(C)CN(C(=O)COC(=O)c1cccn1C)c1c(N)n(Cc2ccccc2)c(=O)[nH]c1=O
→ i	i	-2	i	i	i	-10	i	i	i	-1
Cc1ccc(CN2CCC(n3nccc3NC(=O)CCCc3ccccc3)CC2)o1
→ i	i	-1	i	i	i	-10	i	i	i	5
C#CCOCCOCCOCCNc1nc(N2CCN(C(=O)[C@H](CCCCN)n3cc([C@@H](N)C(C)CC)nn3)CC2)nc(N2CCN(C(=O)[C@H](CCCCN)n3cc([C@@H](N)CC(C)C)nn3)CC2)n1 (stereo not given in full)
→ i	i	-2	i	i	i	-11	i	i	i	-4
CCOC(=O)N1CCN(Cc2cc(Cl)c3cccnc3c2O)CC1
→ i	·	9	i	i	i	-8	i	·	i	66*
CC(=O)Oc1ccccc1C(=O)Nc1ccccc1C(=O)N1CCCC1
→ i	i	-3	i	i	i	-5	i	i	i	-1
Nc1ncnc(Nc2c(F)cccc2F)n1
→ i	i	3	i	i	i	-4	i	i	i	-8
CCN(CC)C(=N)/C(C#N)=N/Nc1ccc(C)cc1
→ i	i	-2	i	i	i	-11	i	i	i	3
CCCCCCOc1cccc(N)c1
→ i	i	4	i	i	i	-10	i	i	i	1
CCN(CC(=O)Nc1c(F)cccc1F)C(=O)CSc1ccccc1
→ i	i	-4	i	i	i	-13	i	i	i	-1
CC(C(=O)Nc1ccccc1-c1ccccc1)N(C)Cc1nc2ccccc2c(=O)[nH]1 (stereo not given)
→ i	i	8	i	i	i	-7	i	i	i	-3
Cc1ccc(F)c(NC(=O)CCc2ccccc2)c1
→ i	i	-5	i	i	i	-8	i	i	i	11
O=c1cc(CCl)nc2scc(-c3ccccc3)n12
→ i	i	-4	i	i	i	-15	i	i	i	-9
COc1cc(CNc2nc3c(C)cc(C)cc3s2)ccc1O
→ i	i	6	i	i	i	-7	i	·	i	4
COc1ccc(NC(=O)c2c[nH]n3c(=O)cc(C4CCN(C(=O)OC(C)(C)C)CC4)nc23)cc1Cl
→ i	i	2	i	i	i	-8	i	i	i	52*
COc1ccc(-n2c(C)cc(/C=N/Nc3nnc(C)n3N)c2C)cc1
→ i	i	5	i	i	i	-11	i	i	i	-3
O=C(NCCCN1CCN(CCCNC(=O)c2cc([N+](=O)[O-])ccc2Cl)CC1)c1cc([N+](=O)[O-])ccc1Cl
→ i	i	0	i	i	i	-2	i	i	i	2
CCOc1ccc(N(CC(=O)NCCSCc2ccco2)S(=O)(=O)c2ccc(F)cc2)cc1
→ i	i	-2	i	i	i	-11	i	i	i	8
NC(=S)N/N=C/c1cn(CCC(=O)O)nc1-c1cccc(Br)c1
→ i	i	·	i	i	i	-5	i	i	i	-2
CC1(C)Cc2c(sc(NC(=O)c3ccc(S(=O)(=O)N4CCCCCC4)cc3)c2C(N)=O)C(C)(C)N1
→ i	i	-4	i	i	i	-12	i	i	i	2
C=Cn1cc[n+](CC(=O)C(C)(C)C)c1
→ i	i	-5	i	i	i	-4	i	i	i	-2
O=C(N1CCCCC1)N1CCN(C(c2ccccc2)c2ccccc2)CC1
→ i	i	-1	i	i	i	-6	i	i	i	-5
CCOC(=O)c1cc2sccc2n1CC(=O)N1CCCC1
→ i	i	5	i	i	i	-10	i	i	i	6
CCOC(=O)c1cc(OC(=O)c2ccccc2Br)n(-c2ccccc2)n1
→ i	i	1	i	i	i	-11	i	i	i	6
O=C(COC(=O)c1ccc2c(c1)OCCO2)Nc1cc(S(=O)(=O)N2CCOCC2)ccc1Cl
→ i	i	-5	i	i	i	-6	i	i	i	-5
C=CCn1nc([N+](=O)[O-])nc1Sc1cccc2cccnc12
→ 6.2*	i	2	i	i	i	0	i	i	i	-6
NC(=O)CC(NC(=O)c1cccc(Br)c1)c1ccc(N2CCC(Br)CC2)c([N+](=O)[O-])c1 (stereo not given)
→ i	i	-1	i	i	i	-3	i	i	i	-2

Random excerpt: 2 entries already listed, in no set order.
Screens in order – RGS4 block	KCNK3 block	HDAC3 inhib	KCNQ1 act	RGS4 pot	KCNK9 inh	hERG rescue	KCNQ1 block	ANO1 activ	ANO1 block	SKKanGAS inh
C=Cn1cc[n+](CC(=O)C(C)(C)C)c1
→ i	i	-5	i	i	i	-4	i	i	i	-2
Cc1ccc(F)c(NC(=O)CCc2ccccc2)c1
→ i	i	-5	i	i	i	-8	i	i	i	11

Later entries.
Screens in order – RGS4 block	KCNK3 block	HDAC3 inhib	KCNQ1 act	RGS4 pot	KCNK9 inh	hERG rescue	KCNQ1 block	ANO1 activ	ANO1 block	SKKanGAS inh
CCOC(=O)c1cnc(SC)nc1N
→ i	i	-1	i	i	i	-6	i	i	i	-2
c1ccc(-c2c[n+]3c(n2-c2ccccc2)CCC3)cc1
→ i	i	-2	i	i	i	-16	i	i	i	-4
N#Cc1nc(COc2ccc(F)cc2)oc1NCCCn1ccnc1
→ i	i	3	i	i	i	-7	i	i	i	-5
O=C(COc1ccccc1)NCC(=O)N/N=C/C=C/c1ccccc1
→ i	i	3	i	i	i	-8	i	i	i	-2

KCNQ1 block: what is marked active above.
smiles	RGS4 block	KCNK3 block	HDAC3 inhib	KCNK9 inh	KCNQ1 block	ANO1 activ
CCOc1ccccc1N1CCN(Cc2cccc(OC)c2OC)CC1	i	i	0	i	6*	i
